# KKLEB tox: counter-screen for CF NF-kB inhibitors: cytotoxicity; 360,000 compounds, 0.36% hits; KKLEB CF airway cells viability, ATPlite luminescence, overnight; stronger effect = lower value; cells stimulated with P. aeruginosa culture filtrate; AID 602141; activity change (cytotoxicity), % at 5 µM;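 active means corrected activity change at or below -50% at 5 µM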
# iPSC survival up: increases survival of single human iPS cells; hiPSC single-cell survival, ATPlite luminescence; 100% = ROCK inhibitor wells, 0% = DMSO; survival enhancement, % at 20 µM; 360,000 compounds, 0.044% hits; AID 602274; in the data active means survival enhancement above about 18%;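 further: cells exposed to compounds for 16 hours before the ATP read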
# CF NFkB block: inhibitors of cystic fibrosis induced NF-kB; KKLEB NF-kB-GFP reporter, PAF-induced, GFP fluorescence overnight; 360,000 compounds, 0.86% hits; inhibition, % at 5 µM; AID 588850;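 active means at least 50% inhibition at 5 µM, scaled per plate between neutral and stimulator controls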;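 further: PAF is a Pseudomonas aeruginosa culture filtrate used as stimulus; plate controls were PAF-stimulated DMSO wells for no effect and unstimulated DMSO wells for full effect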
# Shn3 inh set2: reduces Shn3 3'UTR luciferase signal in osteoblasts; Clone20 osteoblast Shn3 3'UTR firefly luciferase, 24 h; inhibition, % at 12.5 µM; 360,000 compounds, 0.52% hits; AID 588674;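 active means mean inhibition of at least 75% with every replicate also reaching 75%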;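 further: 0% = median of neutral control wells and 100% = pilot-screen positive control compound; some compounds past the cut are filed as inactive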
# Peg3 promoter: reduces Peg3 promoter-driven luciferase expression in HeLa; 360,000 compounds, 1.7% hits; inhibition, % at 20 µM; HeLa PEG-Prom luciferase reporter, luminescence, overnight;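 active means inhibition of at least 50% at 20 µM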
# NR2E3 ag-1: human photoreceptor-specific nuclear receptor agonism; CHO-S Gal4-NCOR/VP16-NR2E3 two-hybrid, luciferase; Q9Y5X4; 360,000 compounds, 0.35% hits; inhibition of corepressor binding, % at 3.98 µM; AID 602229;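 active means inhibition above the mean of all tested compounds plus 3 SD, cut at about 70% in these data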;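 further: 0% = DMSO with NR2E3 transfected cells and 100% = cells lacking NR2E3 construct; higher means lower luciferase signal from less NR2E3 corepressor binding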
# Target sequence (Q9Y5X4 whole entry, looked up, the tested form may be a part): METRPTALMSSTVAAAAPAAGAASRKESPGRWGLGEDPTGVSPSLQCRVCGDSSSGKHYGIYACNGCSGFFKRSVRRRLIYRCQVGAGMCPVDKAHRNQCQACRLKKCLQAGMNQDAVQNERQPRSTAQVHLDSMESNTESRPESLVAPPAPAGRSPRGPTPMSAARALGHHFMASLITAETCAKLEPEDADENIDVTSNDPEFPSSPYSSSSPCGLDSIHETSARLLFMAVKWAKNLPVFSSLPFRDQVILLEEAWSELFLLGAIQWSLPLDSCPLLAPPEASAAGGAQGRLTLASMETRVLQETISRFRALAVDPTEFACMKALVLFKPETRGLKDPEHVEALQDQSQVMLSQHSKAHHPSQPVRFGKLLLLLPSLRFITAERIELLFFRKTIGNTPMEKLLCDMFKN
# MITF TRPM1 inh: inhibitors of MITF-driven TRPM1 promoter in melanoma cells. SK-MEL-5 TRPM1 promoter luciferase, 24 h. AID 488899. inhibition, % at 12.5 µM. 330,000 compounds, 0.83% hits;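 active means mean inhibition across replicates of 60% or more, whatever share of single replicates reaches that level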; further: values of inactives mirror those of a sister screen read the other way
# C8 TRAIL sens: sensitizes caspase-8 expressing cells to TRAIL | NB7+C8 cells + TRAIL, ATPlite viability luminescence | inhibition (viability loss, TRAIL sensitization), % at 10 µM | 360,000 compounds, 1% hits;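 active means compounds causing at least 50% loss of cell viability in the single-dose screen, relative to plate controls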
# HIF-2a block: HIF-2a inhibition. 360,000 compounds, 0.72% hits. 786-0 RCC cells HIF-2a reporter, luciferase luminescence, overnight. inhibition, % at 18.8 µM;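 active means inhibition of the luminescence signal of 40% or more relative to plate controls, in a single-dose primary screen at 18.75 µM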
# LMP1 NFkB inh: inhibitors of Epstein-Barr LMP1-induced NF-kappaB reporter | LMP1-induced NF-kappaB luciferase reporter cells, luminescence | inhibition, % at 12.5 µM | 350,000 compounds, 0.69% hits | AID 504558; in the data active means inhibition above about 41%;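 further: 0% = neutral control wells and 100% = reference inhibitor control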
# NR2E3 ag-2: agonists of human nuclear receptor NR2E3 | GST-NR2E3/biotin-RetCOR TR-FRET, 1536-well | inhibition of corepressor binding, % at 4.78 µM | 320,000 compounds, 0.12% hits | AID 2300;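 active means percent inhibition above the cutoff of mean plus 3 SD of all tested compounds, set per screening campaign, cut at about 20% in these data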;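 further: 0% = DMSO wells and 100% = biotin wells as full block of FRET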
#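 Material: NR2E3–RetCOR corepressor complex / Amount: 1.35 nM GST-NR2E3 / Medium: Tris pH 7.5 / Compound: single nominal compound dose of 4.8 µM / Incubation: 5 h at 4 °C / Technique: TR-FRET, Eu(K)-anti-GST donor, streptavidin-D2 acceptor, ex 340, em 617/671 nm / Read-out basis: percent loss of FRET ratio relative to control wells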
# Active calls of the source: *; / = not tested or not shown.
no.	mol	iPSC survival up	NR2E3 ag-2	CF NFkB block	Peg3 promoter	C8 TRAIL sens	KKLEB tox	HIF-2a block	MITF TRPM1 inh	NR2E3 ag-1	LMP1 NFkB inh	Shn3 inh set2
1	O=C(Nc1ccnn1C1CCN(Cc2cc(Cl)ccc2O)CC1)c1cccnc1	-0.7	-1.5	-11.7	-0.7	2.3	5.2	8.9	-5.4	-12.3	7.8	17.3
2	COCCCNC(=O)c1ccc(-c2c(C)noc2C)c2ccoc12	-2.9	/	-59.0	-73.3	3.5	5.8	-118.9	/	-1.5	/	-26.2
3	O=C(c1cc(C(=O)N2CCOCC2)c2nc3ccccc3n2c1)c1cc(Cl)cc(Cl)c1O	-0.2	-2.5	-3.5	8.3	0.7	7.6	19.8	-8.2	-14.3	2.2	-5.5
4	COc1ccc(NC(=O)Cn2nnc(C(=O)NCc3ccc4c(c3)OCO4)c2N)cc1	2.4	0.2	9.5	28.8	-3.5	14.4	15.1	7.5	13.3	-10.7	0.7
5	COc1ccc(C(C(=O)NC(C)(C)C)N(C(=O)CNC(=O)c2cccs2)c2ccc(C(C)C)cc2)cc1OC (centres undefined)	1.7	0.3	9.2	4.3	5.2	5.6	13.2	3.7	-24.2	-2.5	8.5
6	CC(=O)N(C(C)=O)c1nc(-c2ccccc2)cn1/N=C/c1ccccc1	-0.5	-0.3	-5.9	10.9	1.9	-2.6	-0.6	3.0	-12.6	5.4	/
7	CC1(C(=O)NCc2cccnc2)CCN1C(=O)Cc1cccs1 (centres undefined)	1.6	/	4.1	4.3	-2.8	-1.1	11.4	/	0.1	/	-26.0
8	C[C@@]12C(=O)Nc3ccc(Br)cc3C(=O)N1[C@H]1c3ccccc3OC[C@@H]1[C@@H]2c1ccccc1	-2.0	/	17.0	23.6	-2.7	-7.0	24.6	-0.6	-6.2	-16.4	27.6
9	Cc1sc(N(C(=O)CCc2ccccc2)c2ccc(C(=O)O)cc2)nc1-c1ccccc1	3.6	4.2	16.4	12.5	2.1	-0.4	19.0	3.0	-15.5	-2.4	-8.8
10	O=c1cc(CSc2nnc(COc3ccccc3)o2)c2ccccc2[nH]1	-0.1	1.5	1.1	16.0	-11.9	1.4	16.8	-0.7	5.2	2.9	-9.5
11	Cc1ccc(NC(=O)C2CCN(S(=O)(=O)c3ccc4c(c3)CCCC(=O)N4)CC2)cc1N(C)C	-0.2	-0.9	18.0	9.1	1.5	-11.3	6.4	25.9	-13.9	11.7	-9.7
12	Cc1cc(C)cc(NC(=O)COC(=O)c2cc(=O)[nH]c(=O)[nH]2)c1	1.0	7.0	-3.2	15.6	-4.8	4.2	3.2	-9.1	-17.6	-8.7	-11.3
13	N#C/C(=C\c1ccccc1OCC(=O)O)c1nc2ccccc2[nH]1	0.2	-0.7	0.4	-8.5	-18.0	2.9	-40.5	1.7	-90.0	-7.5	-22.9
14	Nc1nc(Br)c2ccccc2c1-c1ccccc1	2.6	0.9	31.7	-29.9	-4.3	-5.8	-46.0	-4.2	-23.5	4.0	7.3
15	CCc1nc2ccc(C(=O)NCc3ccc(OC)cc3)cn2c1N(CC)CCOC	0.2	/	9.3	18.5	-5.5	-12.3	14.4	/	-5.9	/	-3.9
16	O=C(N/N=C/c1sc(=O)[nH]c1-[n+]1ccc2ccccc2c1)c1ccccc1[O-]	0.3	0.5	-1.5	-19.7	4.1	1.9	-21.4	11.6	-23.7	-3.5	-12.4
17	COc1ccccc1C(=O)c1ccccc1C(=O)c1ccccc1	3.5	/	-0.8	7.4	6.5	-10.0	12.0	3.7	11.4	3.3	0.3
18	CCN(CC)C(=O)C1=C(C)N(CCCOC)C(=O)C(CC(=O)NCc2cccs2)C1 (centres undefined)	0.9	/	2.4	7.3	-4.6	10.8	1.6	/	4.5	0.5	-22.9
19	c1coc(-c2ccnc3ncnn23)c1	-0.9	4.1	3.1	5.1	-1.6	4.8	10.3	0.0	-24.4	7.1	19.5
20	COc1ccc(S(=O)(=O)N2CCOC2CNC(=O)C(=O)NCCCc2ccccc2)cc1 (centres undefined)	-0.2	3.3	-18.4	3.2	-12.8	-2.6	18.0	10.9	13.2	4.2	32.2

# Next section.
no.	mol	iPSC survival up	NR2E3 ag-2	CF NFkB block	Peg3 promoter	C8 TRAIL sens	KKLEB tox	HIF-2a block	MITF TRPM1 inh	NR2E3 ag-1	LMP1 NFkB inh	Shn3 inh set2
21	O=C(O)c1ccc(Nc2cccc(F)c2)c([N+](=O)[O-])c1	0.2	-2.5	0.0	6.0	-4.7	5.1	9.7	-8.1	4.5	18.6	-0.9
22	CC(=O)c1sc2nsc(SCCN3CCCC3)c2c1N	0.0	-2.4	-14.7	-4.9	-6.3	2.1	1.7	-6.7	-12.2	16.1	-9.9
23	COC(=O)c1sccc1NC(=O)c1c(Cl)cnn1C	0.6	-4.1	-2.3	8.4	-4.3	-2.3	-7.4	5.1	6.3	0.8	20.1
24	Cc1cc(NC(=O)c2cc(-c3cccc(OCC(C)C)c3)nc3ccccc23)no1	1.1	-1.7	-14.0	-1.7	6.5	-2.9	1.2	6.5	-18.9	-0.6	6.9
25	O=C(c1ccc2c(c1)CCN2S(=O)(=O)c1ccccc1)N1CCN(c2ccc(F)cc2)CC1	0.0	-1.0	-0.4	2.7	5.8	-3.7	-0.6	-3.4	23.4	6.6	5.6
26	COCCCNC(=O)CSc1nc2ccccc2c(=O)n1CCc1ccc(S(N)(=O)=O)cc1	0.2	2.5	-13.1	21.9	2.9	-9.7	2.7	-4.9	-8.6	-6.2	2.7
27	Cc1ccc(S(=O)(=O)N2C[C@@H]3c4ccccc4N(S(=O)(=O)c4ccc(C)cc4)[C@@H]3[C@@H](C)C2CC(=O)c2ccccc2)cc1 (some centres undefined)	0.4	/	-10.0	-3.7	-4.8	-0.1	4.0	7.5	15.8	-4.8	-5.4
28	Cc1nn(-c2nnc(NCc3ccccc3)nn2)c(C)c1Br	-1.9	-0.4	4.1	-150.8	-19.1	-6.3	-135.4	-15.5	-20.9	-16.4	4.0
29	O=C(N/N=C\c1cccnc1)c1cc(-c2ccccc2)nc2c(Cl)cccc12	-0.4	4.8	12.1	32.6	18.8	-11.4	15.9	9.3	-61.8	-11.6	12.6
30	CCOC(=O)OCC(=O)C1(O)CCC2C3CCC4=CC(=O)CCC4(C)C3C(O)CC21C (centres undefined)	2.0	/	67.5*	-9.6	-1.1	22.6	17.9	-29.9	-4.9	0.3	7.2
31	O=C(O)c1ccc(NC(=O)c2ccc(COc3ccccc3)o2)cc1	-0.4	/	14.2	-15.5	10.1	-1.3	-55.9	-15.3	-18.2	-0.5	-29.5
32	COn1c(-c2ccc(Cl)cc2Cl)nc2ncccc21	-0.4	1.6	0.1	-10.0	7.5	-9.0	-29.2	-5.3	15.4	0.4	-8.8
33	O=C(OCc1ccc(O)cc1)c1c(-c2ccsc2)oc2ccc(N3CCOCC3)cc12	-4.3	-1.4	16.2	32.6	20.1	-9.9	8.4	-16.4	4.1	-14.0	-24.8
34	N=c1c2c3c(sc2nc2n1CCCCC2)CCCCC3	-3.4	5.1	7.2	-194.9	8.5	-2.5	-192.3	-66.1	-71.8	-11.5	15.5
35	c1ccc(CC2CCN(Cc3ccccn3)CC2)cc1	0.3	8.8	-9.9	28.2	2.5	4.4	14.0	/	-3.0	1.5	12.8
36	O=C(NC1CCCC1)c1ccc(Br)o1	-1.0	-1.3	-8.6	0.5	1.8	2.6	-1.2	-8.5	-3.7	-6.8	-3.8
37	Cc1ccc2nc(N3CCN(c4ccccc4)CC3)c(C=O)c(=O)n2c1	3.1	4.3	-15.9	-26.3	-0.3	5.6	-51.6	-4.5	-31.1	-9.6	-12.4
38	Cc1cc(S(=O)(=O)Nc2c(C)nn(C)c2C)c(Cl)cc1Cl	-0.2	7.6	11.9	18.1	7.8	1.6	17.7	7.1	31.2	5.4	35.5
39	C[C@H](NC(=O)c1ccco1)C(=O)Nc1nnc(SCc2ccccc2)s1	1.8	/	5.5	-7.9	-1.2	8.3	-0.9	-12.9	-6.5	-10.3	-1.8
40	COc1ccc(S(=O)(=O)n2nc(OC(C)=O)cc2N(C(C)=O)C(C)=O)cc1	1.3	-4.0	0.9	5.1	-3.6	0.0	2.6	2.4	-4.9	6.3	-29.2

# An excerpt of these results, with two lines to a compound:
# Each structure is followed by: iPSC survival up | NR2E3 ag-2 | CF NFkB block | Peg3 promoter | C8 TRAIL sens | KKLEB tox | HIF-2a block | MITF TRPM1 inh | NR2E3 ag-1 | LMP1 NFkB inh | Shn3 inh set2
38	Cc1cc(S(=O)(=O)Nc2c(C)nn(C)c2C)c(Cl)cc1Cl
 : -0.2 | 7.6 | 11.9 | 18.1 | 7.8 | 1.6 | 17.7 | 7.1 | 31.2 | 5.4 | 35.5
32	COn1c(-c2ccc(Cl)cc2Cl)nc2ncccc21
 : -0.4 | 1.6 | 0.1 | -10.0 | 7.5 | -9.0 | -29.2 | -5.3 | 15.4 | 0.4 | -8.8
40	COc1ccc(S(=O)(=O)n2nc(OC(C)=O)cc2N(C(C)=O)C(C)=O)cc1
 : 1.3 | -4.0 | 0.9 | 5.1 | -3.6 | 0.0 | 2.6 | 2.4 | -4.9 | 6.3 | -29.2

# Later entries
no.	mol	iPSC survival up	NR2E3 ag-2	CF NFkB block	Peg3 promoter	C8 TRAIL sens	KKLEB tox	HIF-2a block	MITF TRPM1 inh	NR2E3 ag-1	LMP1 NFkB inh	Shn3 inh set2
41	CC(Cc1ccccc1)NC(=O)C1CCCNC1=O (centres undefined)	-0.3	1.1	-14.0	13.5	8.5	6.3	-2.5	12.1	-5.3	-11.2	5.3
42	COC(=O)c1ccc(CN2C(=O)NC3(CCCc4ccccc43)C2=O)o1 (centres undefined)	-1.7	1.8	8.2	0.4	-13.0	0.6	13.1	3.1	-9.4	-5.1	3.5
43	C=C(C)c1cc2c(ccc3ccc(=O)oc32)o1	1.9	/	-63.8	-45.3	86.7*	-0.4	-26.5	-6.2	9.9	-11.8	-1.9
44	COc1ccc(NC(=O)c2ccc(NC(=O)c3cccs3)cc2)cc1	-0.5	3.6	15.0	19.2	2.7	-21.8	13.0	3.4	-0.7	-57.0	-4.6

# Fetched by structure from the entries so far (two):
no.	mol	iPSC survival up	NR2E3 ag-2	CF NFkB block	Peg3 promoter	C8 TRAIL sens	KKLEB tox	HIF-2a block	MITF TRPM1 inh	NR2E3 ag-1	LMP1 NFkB inh	Shn3 inh set2
44	COc1ccc(NC(=O)c2ccc(NC(=O)c3cccs3)cc2)cc1	-0.5	3.6	15.0	19.2	2.7	-21.8	13.0	3.4	-0.7	-57.0	-4.6
42	COC(=O)c1ccc(CN2C(=O)NC3(CCCc4ccccc43)C2=O)o1 (centres undefined)	-1.7	1.8	8.2	0.4	-13.0	0.6	13.1	3.1	-9.4	-5.1	3.5

# This is a subset (hit frequency here may not be typical).
